# From PubChem BioAssay
# TIM10 inh – growth inhibitors of TIM10 yeast strain; S. cerevisiae TIM10 strain growth, BacTiter-Glo luminescence, 24 h; inhibition, % at 10 µM; 330,000 tested, 1.4% active; AID 463195;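 active = inhibition of 40% or more at the single tested concentration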;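 note: wild-type TIM10 isogenic control strain grown at permissive 25 °C; 0% = DMSO yeast wells and 100% = minimal medium wells without yeast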
# Apaf1 inhib – inhibitors of human Apaf-1 apoptosome; reconstituted apoptosome caspase-3 activity, DEVD-Rh110 fluorescence; inhibition, % at 20 µM; O14727; 330,000 tested, 0.71% active; active = inhibition of at least 40% at 20 µM;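 note: plate controls were DMSO wells for no effect and DEVD-CHO caspase inhibitor wells for full effect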
#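 System – cell-free apoptosome with Apaf-1, procaspase-3 and caspase-9 · Buffer or medium – pH 7.5 Hepes buffer with CHAPS, BSA, DTT · Also added – cytochrome c with DEVD-Rh110 · Times – 30 min compound preincubation, 50 min activation, room temperature · Technique – Rh110 fluorescence intensity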
# mIAP activ – mouse IAP activation; muIAP, CDP-Star luminescence, 30 min; active compounds read high; 1 = vehicle-only enzyme signal, 0 = enzyme-free wells; activation factor at 10 µM; 330,000 tested, 0.24% active;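 active = activation factor of at least 2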; note: the source names both 10 and 20 µM as test concentration; values of inactives mirror those of a sister screen read the other way
#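 System: Mouse IAP enzyme | Also added: CDP-Star substrate | Dosing: Compounds dispensed in DMSO | Schedule: 30 min enzyme-substrate-compound incubation at room temperature | Technique: Chemiluminescence readout | Control set: DMSO-only wells and no-enzyme negative control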
# ATG4B inhibitor – blocks human ATG4B protease cleavage of LC3 substrate. ATG4B cleavage of LC3-PLA2, NBD-HPC fluorescence, 1 h. inhibition, % at 8.33 µM. 340,000 tested, 0.51% active. AID 504462; in the data active = inhibition above about 40%
# Target sequence (Q9Y4P1 whole entry, looked up): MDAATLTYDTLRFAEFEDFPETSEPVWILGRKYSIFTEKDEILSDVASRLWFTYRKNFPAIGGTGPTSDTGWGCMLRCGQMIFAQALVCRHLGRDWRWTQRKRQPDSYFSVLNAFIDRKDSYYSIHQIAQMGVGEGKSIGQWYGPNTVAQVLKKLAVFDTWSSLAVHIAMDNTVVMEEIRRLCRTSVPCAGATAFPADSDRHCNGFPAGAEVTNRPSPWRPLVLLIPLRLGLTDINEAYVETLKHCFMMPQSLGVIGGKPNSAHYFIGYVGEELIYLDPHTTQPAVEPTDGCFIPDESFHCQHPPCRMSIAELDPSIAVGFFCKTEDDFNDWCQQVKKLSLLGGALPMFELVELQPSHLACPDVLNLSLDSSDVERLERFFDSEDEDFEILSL
# tim10-1 inh – inhibits growth of tim10-1 mutant yeast; inhibition, % at 20 µM; S. cerevisiae tim10-1 ts strain growth, BacTiter-Glo, 24 h; 330,000 tested, 2.2% active; AID 463190;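 active = inhibition of at least 40%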;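 note: mutant grown at 25 °C; 0% = DMSO wells with yeast and 100% = wells holding no yeast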
# hIAP block – human IAP inhibition; P09923; purified IAP, CDP-Star luminescence, 30 min; inhibition, % at 10 µM; 330,000 tested, 0.12% active; AID 2544;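 active = inhibition reaching a set limit with compound at 10 µM in the primary screen, cut at about 35% in these data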;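 note: plate controls were DMSO wells with enzyme for no effect and no-enzyme buffer wells for full effect; values of inactives mirror those of a sister screen read the other way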
# Target sequence (P09923 whole entry, looked up): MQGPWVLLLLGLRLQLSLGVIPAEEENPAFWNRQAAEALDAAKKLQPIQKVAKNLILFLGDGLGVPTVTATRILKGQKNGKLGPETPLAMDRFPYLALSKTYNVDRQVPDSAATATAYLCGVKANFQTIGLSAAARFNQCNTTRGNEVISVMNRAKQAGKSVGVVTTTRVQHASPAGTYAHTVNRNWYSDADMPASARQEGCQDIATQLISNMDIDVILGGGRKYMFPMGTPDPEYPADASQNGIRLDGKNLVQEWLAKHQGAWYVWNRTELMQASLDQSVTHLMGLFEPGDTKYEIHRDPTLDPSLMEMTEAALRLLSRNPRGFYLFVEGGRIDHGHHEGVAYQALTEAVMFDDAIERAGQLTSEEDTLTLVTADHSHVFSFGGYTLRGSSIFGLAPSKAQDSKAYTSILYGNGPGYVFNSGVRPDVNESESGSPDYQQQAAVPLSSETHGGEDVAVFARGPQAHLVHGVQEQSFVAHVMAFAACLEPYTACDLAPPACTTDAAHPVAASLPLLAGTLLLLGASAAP
# NALP3 yeast inh – blocks the NALP3 inflammasome reconstituted in yeast | Yeast reconstituted NLRP3/ASC/caspase-1, beta-gal luminescence, 24 h | inhibition, % at 10 µM | 330,000 tested, 0.39% active | AID 2825;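 active = inhibition of 50% or more; inactive = inhibition below 50%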;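 note: plate controls were induced DMSO wells for no effect and uninduced yeast grown without galactose for full effect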
# hIAP activ – human IAP activation; P09923; purified human IAP, CDP-Star luminescence, 30 min; active compounds read high; 1 = vehicle-only enzyme, 0 = enzyme-free background; activation factor at 10 µM; 330,000 tested, 0.16% active;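 active = activation factor of the enzyme at least 2-fold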; note: the source names both 10 and 20 µM as test concentration; values of inactives mirror those of a sister screen read the other way
# mIAP block – blocks mouse intestinal alkaline phosphatase; purified mouse IAP, CDP-Star luminescence, 30 min; inhibition, % at 10 µM; 330,000 tested, 0.2% active; AID 2806;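 active = inhibition of at least 40% at 10 µM in the primary screen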;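 note: plate controls were DMSO with enzyme for no effect and no enzyme wells for full effect; values of inactives mirror those of a sister screen read the other way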
# Starred values were filed as active, the others as inactive; / = not tested or not shown.
cpd	Molecule	TIM10 inh	Apaf1 inhib	mIAP activ	ATG4B inhibitor	tim10-1 inh	hIAP block	NALP3 yeast inh	hIAP activ	mIAP block
1	CC(Nc1nc(N2CCCCC2)nc2ccccc12)c1ccccc1 (centres undefined)	1	23	1.3	-3	28	14	24	0.86	-26
2	CCn1c(C)c(C2=CCN(S(=O)(=O)c3ccc(C)cc3)CC2)c2ccccc21	20	15	0.98	-9	18	-9	17	1.1	2
3	O=C(c1cccc([N+](=O)[O-])c1)N1CCN(S(=O)(=O)/C=C/c2ccccc2)CC1	0	15	1.1	1	-5	-14	14	1.1	-6
4	CCCOc1ccc(-c2nn(-c3ccccc3)cc2/C=C2\SC(=S)N(C3CCS(=O)(=O)C3)C2=O)cc1 (centres undefined)	-3	12	0.93	1	8	-5	2	1	7
5	Cc1csc(=O)n1CC(=O)OCC(=O)NNC(=O)c1ccc([N+](=O)[O-])cc1	-5	9	0.89	1	-7	-14	-6	1.1	11
6	CN(C)S(=O)(=O)c1cccc(NC(=O)COC(=O)/C=C/c2ccco2)c1	-18	95*	1	-6	7	-4	14	1	-3
7	O=C(Nc1ccc2cn[nH]c2c1)c1c(Cl)cccc1Cl	17	9	1	-11	17	4	0	0.96	-4
8	CC(=O)/C(=N/Nc1cccc(Cl)c1)Sc1nnc(C(O)c2ccccc2)n1-c1ccccc1 (centres undefined)	16	14	0.99	0	27	2	30	0.98	1
9	COC(=O)c1ccc(C(=O)OC)c(NC(=O)CSCc2ccccc2Br)c1	1	11	0.88	8	6	8	10	0.92	12
10	CCCCC(=O)Nc1c(O)c2ccccc2[nH]c1=O	-6	-4	0.95	15	-33	12	9	0.88	5
11	O=C(Nc1cccnc1)C1COc2ccccc2O1 (centres undefined)	-3	-10	1	-3	9	1	3	0.99	0
12	Cc1cccc(OC(=O)c2sc(Cl)nc2C)c1	2	6	0.96	-3	3	23	2	0.77	4
13	Cc1cc(SCC(=O)c2ccc(O)c(O)c2)nc2ccccc12	22	-2	0.71	-35	8	16	-4	0.84	29
14	C=CCc1cc(/C=N/n2cnnc2)cc(OCC)c1O	-5	5	1.1	2	2	1	6	0.99	-11
15	Cc1ccc(NC(=O)Cn2c3ccc(F)cc3c3nc4n(c(=O)c32)CCS4)cc1F	6	6	1.1	11	29	-8	0	1.1	-13
16	Cc1c(Cl)cccc1NC(=S)NCC(C)C	-26	-3	0.97	36	24	-6	1	1.1	2
17	CCOC(=O)c1cc2ccc(OC)cc2oc1=O	-4	-5	0.96	-3	-5	14	7	0.86	4
18	c1ccc(-n2ncc3c(N4CCN(CCOc5cccc6ccccc56)CC4)ncnc32)cc1	23	25	0.98	-5	36	1	14	0.99	2
19	O=C(O)CNS(=O)(=O)c1ccc2c(c1)C(=O)c1cc(S(=O)(=O)NCC(=O)O)ccc1-2	-11	-2	0.82	-6	-11	22	10	0.78	18
20	Cc1ccc(/C=C/C(=O)c2c(C)nc3ccccn23)cc1	39	15	0.96	-1	37	17	20	0.83	4

# From entry 4 to 17, as listed above:
cpd	Molecule	TIM10 inh	Apaf1 inhib	mIAP activ	ATG4B inhibitor	tim10-1 inh	hIAP block	NALP3 yeast inh	hIAP activ	mIAP block
4	CCCOc1ccc(-c2nn(-c3ccccc3)cc2/C=C2\SC(=S)N(C3CCS(=O)(=O)C3)C2=O)cc1 (centres undefined)	-3	12	0.93	1	8	-5	2	1	7
5	Cc1csc(=O)n1CC(=O)OCC(=O)NNC(=O)c1ccc([N+](=O)[O-])cc1	-5	9	0.89	1	-7	-14	-6	1.1	11
6	CN(C)S(=O)(=O)c1cccc(NC(=O)COC(=O)/C=C/c2ccco2)c1	-18	95*	1	-6	7	-4	14	1	-3
7	O=C(Nc1ccc2cn[nH]c2c1)c1c(Cl)cccc1Cl	17	9	1	-11	17	4	0	0.96	-4
8	CC(=O)/C(=N/Nc1cccc(Cl)c1)Sc1nnc(C(O)c2ccccc2)n1-c1ccccc1 (centres undefined)	16	14	0.99	0	27	2	30	0.98	1
9	COC(=O)c1ccc(C(=O)OC)c(NC(=O)CSCc2ccccc2Br)c1	1	11	0.88	8	6	8	10	0.92	12
10	CCCCC(=O)Nc1c(O)c2ccccc2[nH]c1=O	-6	-4	0.95	15	-33	12	9	0.88	5
11	O=C(Nc1cccnc1)C1COc2ccccc2O1 (centres undefined)	-3	-10	1	-3	9	1	3	0.99	0
12	Cc1cccc(OC(=O)c2sc(Cl)nc2C)c1	2	6	0.96	-3	3	23	2	0.77	4
13	Cc1cc(SCC(=O)c2ccc(O)c(O)c2)nc2ccccc12	22	-2	0.71	-35	8	16	-4	0.84	29
14	C=CCc1cc(/C=N/n2cnnc2)cc(OCC)c1O	-5	5	1.1	2	2	1	6	0.99	-11
15	Cc1ccc(NC(=O)Cn2c3ccc(F)cc3c3nc4n(c(=O)c32)CCS4)cc1F	6	6	1.1	11	29	-8	0	1.1	-13
16	Cc1c(Cl)cccc1NC(=S)NCC(C)C	-26	-3	0.97	36	24	-6	1	1.1	2
17	CCOC(=O)c1cc2ccc(OC)cc2oc1=O	-4	-5	0.96	-3	-5	14	7	0.86	4

# (cont.)
cpd	Molecule	TIM10 inh	Apaf1 inhib	mIAP activ	ATG4B inhibitor	tim10-1 inh	hIAP block	NALP3 yeast inh	hIAP activ	mIAP block
21	CCCCCC(=O)Nc1cc2[nH]c(=O)cc(COC)c2cc1C	7	-1	1	-7	6	2	0	0.98	-4
22	CCOC(=O)c1c(N)sc2c(OC)c(Br)ccc12	32	4	1	-2	58*	-2	34	1	-3
23	Cc1cccc(CSc2nnc(-c3cnccn3)n2C)c1	7	-8	0.99	-10	0	10	18	0.9	1
24	Cc1ccc2c(c1)C(=O)CC(c1ccc3c(c1)OCCO3)O2 (centres undefined)	31	6	0.99	-2	30	-7	35	1.1	1
25	Cc1cc(C)nc(N2CCC(C(=O)NC3CCCc4ccccc43)CC2)n1 (centres undefined)	10	5	1.1	3	-7	0	22	1	-6
26	CCOC(=O)COn1c(=O)c(-c2cc3ccccc3o2)[n+]([O-])c2ccccc21	7	11	0.92	-8	44*	-11	21	1.1	8
27	CC1CCN(c2nc3c(c(=O)n(C)c(=O)n3C)n2CCSc2ncccn2)CC1	13	2	1	-19	17	3	18	0.97	0
28	COc1ccc2c(c1)C(C)CC(C)(C)N2C(=O)CSc1ncn[nH]1 (centres undefined)	13	-9	0.91	-2	18	-26	11	1.3	9
29	CN(C(=O)c1ccccc1C(=O)OCC(=O)Nc1cccc(Br)c1)c1ccccc1	3	11	1.2	1	22	-6	11	1.1	-18
30	C[C@H]1O[C@H](O[C@H]2[C@H](O[C@@H]3CC[C@@]4(C)C(CC[C@]5(C)C4CC=C4[C@@H]6CC(C)(C)CC[C@]6(C(=O)O[C@@H]6O[C@H](CO)[C@@H](O)[C@H](O)[C@H]6O)CC[C@]45C)C3(C)C)O[C@H](C(=O)O)[C@@H](O)[C@@H]2O)[C@@H](O)[C@@H](O)[C@@H]1O (some centres undefined)	9	3	0.98	-11	18	0	16	1	2
31	O=C1NC(=S)N/C1=C\c1cccc([N+](=O)[O-])c1	17	-2	0.9	3	9	0	24	1	10
32	COc1ccc(/C=C/C2=CC(C)(C)NC(=S)N2)cc1	-6	-5	0.95	1	-11	-10	29	1.1	5
33	CCc1ccc(NC(=O)Cc2ccc(OC)cc2)cc1	-3	3	1	/	-3	-18	17	1.2	-3
34	O=C(CC1SC(N2CCOCC2)=NC1=O)Nc1ccc(Cl)c(C(F)(F)F)c1 (centres undefined)	1	-5	1	-5	8	0	12	1	-1
35	Cn1c(CCNC(=O)c2ccco2)nc2cc([N+](=O)[O-])ccc21	8	-7	0.93	2	22	25	19	0.75	7
36	CC(=O)Nc1ccc(C2=CC(=O)C[C@H](c3ccc4c(c3)OCO4)C2)cc1	10	21	1.1	2	21	-15	21	1.1	-9
37	Cc1cc(C)nc(SCc2cc(=O)c(OC(=O)c3ccc(Cl)c([N+](=O)[O-])c3)co2)n1	18	-1	1	14	7	2	23	0.98	-1
38	O=S(=O)(c1ccc(Br)cc1)N1CCOC12CCCCC2	7	14	0.85	-3	26	-14	34	1.1	15
39	COC(=O)c1ccc(NC(=S)NCCc2cccc(C)c2)cc1	30	7	1.9	-8	33	-9	26	1.1	-94
40	Cc1cc(Br)cc2c(C(=O)NCC3CCCO3)cc(-c3cccs3)nc12 (centres undefined)	7	25	0.88	6	31	-11	16	1.1	12

# Two entries from above, set out differently.
39: COC(=O)c1ccc(NC(=S)NCCc2cccc(C)c2)cc1
40: Cc1cc(Br)cc2c(C(=O)NCC3CCCO3)cc(-c3cccs3)nc12 (centres undefined)

assay / entry	39	40
TIM10 inh	30	7
Apaf1 inhib	7	25
mIAP activ	1.9	0.88
ATG4B inhibitor	-8	6
tim10-1 inh	33	31
hIAP block	-9	-11
NALP3 yeast inh	26	16
hIAP activ	1.1	1.1
mIAP block	-94	12

# Next section.
cpd	Molecule	TIM10 inh	Apaf1 inhib	mIAP activ	ATG4B inhibitor	tim10-1 inh	hIAP block	NALP3 yeast inh	hIAP activ	mIAP block
41	COc1ccc(C2=C/C(=C\c3ccccc3OC(C)=O)C(=O)O2)cc1	0	-13	1	1	-3	4	28	0.96	-5
42	CCOc1ccc(-c2nnc(SCC(=O)N3CCN(c4ccccc4)CC3)o2)cc1	4	-2	0.93	4	12	16	22	0.84	7
43	Cc1nn(-c2ccccc2)c(C)c1C(=O)OCC(=O)N(C)c1c(N)n(Cc2ccccc2)c(=O)[nH]c1=O	2	1	0.96	-6	-7	-8	9	1.1	4
44	COc1cc(/C=C/C(=O)OCC(=O)NCc2cccs2)ccc1OCC#N	6	-8	1	-8	9	-9	-15	1.1	0
45	Cc1cc(C)nc(NS(=O)(=O)c2ccc(NC(=O)CN3C(=O)c4ccccc4C3=O)cc2)n1	12	3	1	/	3	6	6	0.94	-4
46	Cc1c(=O)n(OCc2ccccc2)c2ccccc2[n+]1[O-]	7	5	0.86	-2	4	2	12	0.98	14
47	CCC(C)NC(=O)C1CCN(S(=O)(=O)CC)CC1 (centres undefined)	2	-23	0.96	-17	-15	16	12	0.84	4
48	COc1ccccc1CCC(=O)Nc1ccc(C)cc1Cl	-7	9	1	0	14	-24	17	1.2	-1
49	CCC(=O)NCC(c1cccs1)N1CCOCC1 (centres undefined)	17	-30	1	0	14	-5	23	1.1	0
50	COc1ccc(CCNC(=O)c2cc(=O)n(C)c(=O)n2C)cc1OC	3	-9	1.1	-12	13	6	1	0.94	-7
51	CCN(C(=O)COC(=O)c1ccc([N+](=O)[O-])o1)C1CCCCC1	15	0	1	-31	19	-19	3	1.2	-4
52	CC1O[C@@H](OC2C(O)C(C)O[C@H](OC(=O)[C@]34CCC(C)(C)C[C@H]3C3=CCC5[C@@]6(C)CC(O)C(O[C@@H]7OC(CO)C(O)[C@@H](O)[C@@H]7O)[C@@](C)(C(=O)O)C6CC[C@@]5(C)[C@]3(CO)CC4)C2O[C@H]2OC(C)[C@@H](O[C@@H]3OCC(O[C@@H]4OC(CO)C(O)[C@H](O)C4O)[C@@H](O)[C@@H]3O)[C@H](O)C2O)C(O)C(O)C1O (some centres undefined)	5	9	1.1	-5	6	-8	18	1.1	-7
53	O=C(Nn1cnnc1)c1cccc(S(=O)(=O)N2CCOCC2)c1	-8	-1	1.1	0	16	6	-6	0.94	-8

# An unsorted share of the library; about 4.5% have a hit in one of these screens.
